# MITF primary: human MITF inhibition, primary screen; 0.91% of 650,000 active; AlphaScreen MITF homodimerization, bead proximity signal; inhibition, % at 2.6 µM; AID 1259374; in the data active means inhibition above about 50%;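 further: 0% = vehicle wells with protein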
# Target sequence (O75030 whole entry, looked up): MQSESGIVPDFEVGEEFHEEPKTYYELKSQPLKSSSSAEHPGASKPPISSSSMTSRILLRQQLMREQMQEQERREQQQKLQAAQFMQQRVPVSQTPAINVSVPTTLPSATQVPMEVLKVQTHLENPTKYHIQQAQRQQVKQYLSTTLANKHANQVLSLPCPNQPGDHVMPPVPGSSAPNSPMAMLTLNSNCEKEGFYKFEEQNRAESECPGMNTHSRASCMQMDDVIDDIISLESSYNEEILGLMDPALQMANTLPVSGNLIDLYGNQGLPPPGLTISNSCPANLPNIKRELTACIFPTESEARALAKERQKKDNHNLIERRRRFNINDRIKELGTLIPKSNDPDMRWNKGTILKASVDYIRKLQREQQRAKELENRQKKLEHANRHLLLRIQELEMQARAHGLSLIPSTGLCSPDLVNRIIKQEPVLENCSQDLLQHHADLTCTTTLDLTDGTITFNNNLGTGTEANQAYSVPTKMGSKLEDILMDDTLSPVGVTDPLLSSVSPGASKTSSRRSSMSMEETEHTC
# TEAD-YAP block: TEAD-YAP interaction inhibition. HEK-TIYL cells, TEAD-Gal4/YAP UAS-luciferase luminescence. 1.4% of 640,000 active. inhibition, % at 9.12 µM. AID 1259422; in the data active means inhibition above about 32%;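 further: 0% = median of test compound wells and 100% = reference inhibitor wells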
# GPR151 activ: activates the human receptor GPR151; Q8TDV0; AID 1508602; 1% of 650,000 active; activation, % at 11.2 µM; PathHunter beta-arrestin GPR151 cells, luminescence; in the data active means activation above about 4.9%;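 further: 0% = median of compound wells and 100% = cells with positive control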
# Target sequence (Q8TDV0 whole entry, looked up): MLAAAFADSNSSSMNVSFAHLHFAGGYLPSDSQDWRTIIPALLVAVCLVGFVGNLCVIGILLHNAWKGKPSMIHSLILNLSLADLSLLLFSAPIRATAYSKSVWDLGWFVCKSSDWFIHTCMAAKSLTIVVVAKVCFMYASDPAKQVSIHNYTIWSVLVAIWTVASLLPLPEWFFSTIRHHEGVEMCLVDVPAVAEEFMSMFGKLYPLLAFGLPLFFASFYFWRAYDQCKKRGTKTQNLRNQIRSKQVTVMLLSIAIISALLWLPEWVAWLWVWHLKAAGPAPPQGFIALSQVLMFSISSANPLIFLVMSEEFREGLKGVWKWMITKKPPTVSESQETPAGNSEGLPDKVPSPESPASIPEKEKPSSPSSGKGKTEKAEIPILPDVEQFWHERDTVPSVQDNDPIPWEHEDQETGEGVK
# FBW7 activator: activators of human E3 ligase FBW7. 0.13% of 650,000 active. normalized activity (activation), % at 26.1 µM. AlphaScreen FBW7–phospho-cyclin E peptide binding, activator screen. Q969H0; in the data active means normalized activity above about 1.9%;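 further: purified mutant Fbw7 with reduced substrate affinity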
# Numbers without * were called inactive; x = not tested or not shown. Random draw from the library. Share with any hit: about 3.5%.
SMILES,MITF primary,TEAD-YAP block,GPR151 activ,FBW7 activator
NCCCC[C@@H]1NC(=O)[C@H]2CN(C(=O)c3ccc(OC(F)(F)F)cc3)CCN2C1=O,1,9,-0.1,-0.1
CCN1CCCC1CNC(=O)c1noc2c1COc1ccc(C)cc1-2 (stereo not given),-13,-4,-0.3,-0.1
COCCNc1nc(-c2cccc(N(C)C)c2)ccc1C(=O)Nc1cccc(OC)c1,2,-18,-1.0,-0.1
Cc1cc(C(=O)N(CC2CCCO2)c2nc3c(C(C)C)cccc3s2)on1 (stereo not given),11,-9,-0.1,0.0
O=C1CCC(CCNCc2ccccn2)N1Cc1ccccc1OC(F)(F)F (stereo not given),10,6,0.2,-0.5
COc1ccc(N2C(=O)c3ccc(C(=O)Nc4cccc(O)c4)cc3C2=O)cc1,8,1,0.3,-0.2
CCC(C)c1nc(Cn2cnc3cc(C)c(C)cc32)no1 (stereo not given),-5,-11,-0.5,1.7
S=c1[nH]nc(-c2cccnc2)n1/N=C/C(Cl)=C\c1ccccc1,9,-6,0.3,-0.1
O=C(N[C@H]1C[C@H]2C(=O)N[C@@H](Cc3ccccc3)C(=O)N2C1)c1cccc(Cl)c1,-8,-3,-1.6,-0.4
COc1ccc2cc3c(N)c(C(=O)Nc4ccc5c(c4)OCO5)sc3nc2c1,5,-35,0.9,0.5
O=C(c1cccs1)N(Cc1ccccc1)c1nc2ccc(F)cc2s1,-15,-14,-0.8,-0.1
Cc1ccccc1C(=O)NC1CCN(S(=O)(=O)c2ccc(F)cc2)CC1,22,-3,-0.5,0.2
Cc1ccc(OCC(=O)NCc2nc(-c3ccccc3)no2)cc1C,-3,2,-1.3,0.0
Cc1cccc(C)c1Nc1nc(-c2ccccc2)c2cc(Br)ccc2n1,-15,-11,2.0,-0.1
COc1ccc(CNC(=O)c2ccccc2SC)cc1,16,-6,0.2,0.1
CC(C)CC(=O)Nc1ccc(C(=O)COc2cccc(F)c2)cc1,11,-14,0.8,0.1
O=C1C2CC(Br)C(Br)CC2C(=O)N1CC1CCCO1 (stereo not given),6,-3,2.6,0.0
O=[N+]([O-])/C(=C/c1ccc2c(c1)OCCO2)c1ccccc1,9,65*,-1.1,-0.1
COc1ccc(OC)c(C(=O)CSc2nnnn2-c2ccc3c(c2)OCCO3)c1,1,11,0.2,0.0
Cc1cccc(C)c1NC(=O)CSc1nnc(-c2ccccc2N)n1C,8,-3,1.2,-0.1
COc1ccc2ccccc2c1C(O)c1cccs1 (stereo not given),14,-8,-1.3,0.1
COc1ccc(S(=O)(=O)N(C)c2ccc(C(=O)NCc3ccccn3)cc2)cc1OC,8,10,1.6,-0.1
COc1ccccc1C(=O)Nc1nc2ccc(C)cc2s1,-4,-38,-1.1,-0.1
C[C@@H](NC(=O)N[C@H]1C[C@H]2C(=O)N[C@H](CO)C(=O)N2C1)c1ccccc1,12,16,7.6*,0.0
CC(C)C(OC(=O)c1cccs1)C(=O)NCc1ccccc1 (stereo not given),19,-6,0.0,0.4

# The list continues.
SMILES,MITF primary,TEAD-YAP block,GPR151 activ,FBW7 activator
CCOC(=O)c1c(NC(=O)c2ccc(C)cc2)sc(C(=O)Nc2cccc(Cl)c2C)c1C,8,-1,-0.7,0.2
COc1ccc(Cn2nnnc2CN2CCN(C3CCCCC3)CC2)cc1,5,-6,-0.6,0.1
Cc1nc2c(C(=O)NCCc3ccccc3)cnn2c(C)c1Cc1cccc(Cl)c1,10,3,1.4,0.3
Cc1ccc(/C=C2/NC(=O)N(Cc3ccccc3F)C2=O)cc1,24,5,0.4,0.1
CN(C)CCCN1C(=O)C(=O)/C(=C(\O)c2ccc(F)cc2)C1c1cccnc1 (stereo not given),-4,4,-1.4,-0.1
CCCCOc1ccc(C(=O)NCc2nnc(SCC(=O)Nc3sc4c(c3C(=O)OCC)CCCCC4)n2C)cc1,4,-4,0.8,0.2
Cc1ccc(S(=O)(=O)NCCSCc2ccccc2Cl)cc1[N+](=O)[O-],18,3,-0.1,0.0
COC(=O)CN(c1ccccc1F)S(C)(=O)=O,6,-1,2.4,0.2
CNC1(c2ccc(OC)cc2)Oc2ccccc2C(C#Cc2ccccc2)=C1C (stereo not given),-4,-3,0.4,0.1
O=C(Nc1ccccc1)c1cccc(N2CCC(N3CCOCC3)CC2)n1,6,3,2.2,0.0
Cc1nonc1CN(C)C1CCC(=O)N(Cc2ccc(F)cc2F)CC1 (stereo not given),24,2,-1.2,0.8
N#C/C(=C\c1ccc(-c2ccccc2Cl)o1)C(=O)N1CCOCC1,0,-46,0.6,-0.2
O=C(NCc1cccnc1)c1ccccc1Br,11,2,2.0,-0.1
COc1ccc(C(=O)NCC2CCCO2)cc1Br (stereo not given),-9,-8,0.7,-0.3
Cc1ccc(NC(=O)c2cc(C)no2)cc1,18,-37,-0.7,1.1
CC(=O)NC(Cc1ccc(F)c(F)c1)C(=O)NC1CCN(C(=O)c2ccc(C)cc2)CC1 (stereo not given),6,-7,-0.5,0.2
O=S(=O)(c1ccccc1/C=N\O)c1ccccc1/C=N/O,11,-3,-1.2,0.0
Nc1ncnc(NCc2ccc(Cl)cc2)c1[N+](=O)[O-],12,-1,3.3,0.1
CCCCC(=O)N(c1ccc(C)c(Cl)c1)C1C=CS(=O)(=O)C1 (stereo not given),-11,-2,4.4,-0.1
CC(=O)c1ccc(NC(=O)Cc2c(C)nc3c(-c4ccccc4)c(C)nn3c2C)cc1,5,-19,-1.0,0.0
CCN(C(=O)C(=O)c1c(C)[nH]c2ccccc12)c1ccccc1,0,3,1.3,0.0
Cn1c(SCC(=O)Nc2ccc(Br)cc2)nnc1-c1ccccn1,-13,17,0.5,-0.2
O=C(/C=C/c1ccc2c(c1)OCO2)NCCc1ccccc1,-1,-45,-0.2,0.0
COc1ccc(S(=O)(=O)N(CC(=O)N(Cc2ccccc2)Cc2ccccc2)c2ccc(Cl)cc2)cc1,-4,-4,1.6,-0.2
CCC(=O)Nc1ccccc1C(=O)N1CCN(C)CC1,-3,5,0.3,-0.1

# Additional entries follow.
SMILES,MITF primary,TEAD-YAP block,GPR151 activ,FBW7 activator
Cc1ccc(-n2cc(-c3ccccc3)c3c(NCc4cccc(Cl)c4)ncnc32)cc1Cl,2,-3,0.1,0.0
Cc1ccc(NCC(O)Cn2c3ccccc3c3ccccc32)cc1 (stereo not given),3,-6,2.4,-0.1
COc1ccc(C(C(=O)NC(C)(C)C)N(C(=O)c2csnn2)c2ccc(F)cc2)cc1 (stereo not given),2,4,0.7,0.0
O=C(CCc1nnc(C2(c3ccc(Cl)cc3)CCC2)o1)NCCc1ccccn1,7,-10,-1.0,-0.1
c1ccc2sc(SCc3cn4cccnc4n3)nc2c1,-13,-30,0.8,0.0
CN(C)c1nc2n(c(=O)n1)CCN2C,12,2,1.7,-0.1
CC1(C)CC(N=C2C([N+](=O)[O-])=CC=C3C2=NC2(CCCCC2)N3O)CC(C)(C)N1,11,-4,-0.1,-0.2
COc1ccccc1C(=O)N/C(=C\c1ccc([N+](=O)[O-])cc1)C(=O)Nc1cc(Cl)ccc1C,9,2,0.6,0.0
COc1ccc(C2NC(=O)NC(C)=C2C(=O)Nc2ccc(C)c(Cl)c2)cc1OC (stereo not given),-6,-3,1.2,-0.1
CCOC(=O)CSc1nc2ccccc2c2nc(CCN3CCCCC3)nn12,4,-5,0.5,0.0
O=S1(=O)N=C(Nc2ccc3c(c2)OCCO3)c2ccccc21,18,-30,-0.5,1.4
Cc1c(Br)c([N+](=O)[O-])nn1CC(=O)Nc1ccc(OC(F)(F)F)cc1,11,11,1.1,0.1
O=C(COc1ccccc1F)N1N=CCC1(O)C(F)(F)F (stereo not given),-12,-3,0.1,-0.2
CCOC(=O)c1c(C)nc2n(C)c3ccccc3n12,-2,2,0.3,0.1
CC1=NN(c2cccc(Br)c2)C(=O)/C1=C\c1ccc(N(C)C)cc1,18,-3,0.4,0.0
S=C(NCc1ccc(Cl)cc1)Nc1ccccc1Br,-14,-31,-0.9,0.0
Cc1c(NC(=O)OCCNC(=O)Nc2ccccc2)sc(=S)n1C,-1,1,1.3,0.0
CCc1ccccc1NS(=O)(=O)c1ccc2c(c1)C(C)(C)C(=O)N2C,4,7,-2.6,0.5
C=CCNC(=O)COc1ccc(OC)cc1,23,-3,0.5,0.5
CC(C)Oc1ccc(NC(=O)N2CCN(C(=O)Nc3ccc(OC(C)C)cc3)CC2)cc1,1,-5,0.5,-0.1
CCOC(=O)c1c(-c2ccc(C)o2)csc1NC(=O)CN1C(=O)c2ccccc2C1=O,0,2,1.4,0.0
O=C(COc1ccccc1)Nc1cccc2c(NC(=O)COc3ccccc3)cccc12,-1,4,0.0,0.3
COC(=O)c1nn(-c2ccc(Br)cc2)cc1O,7,23,-3.5,0.1
COCCNC(=O)COc1cc(C)c(Br)c(C)c1,-20,5,1.1,0.0
COc1ccccc1C(=O)C1CCCN(C(=O)c2ccc(N(C)C)cc2)C1 (stereo not given),11,-11,1.1,0.0

# Sorted by length of the SMILES (highest first): some entries from above
SMILES,MITF primary,TEAD-YAP block,GPR151 activ,FBW7 activator
COc1ccc(S(=O)(=O)N(CC(=O)N(Cc2ccccc2)Cc2ccccc2)c2ccc(Cl)cc2)cc1,-4,-4,1.6,-0.2
CCOC(=O)c1c(-c2ccc(C)o2)csc1NC(=O)CN1C(=O)c2ccccc2C1=O,0,2,1.4,0.0
COc1ccc2cc3c(N)c(C(=O)Nc4ccc5c(c4)OCO5)sc3nc2c1,5,-35,0.9,0.5
CC(C)CC(=O)Nc1ccc(C(=O)COc2cccc(F)c2)cc1,11,-14,0.8,0.1
COC(=O)c1nn(-c2ccc(Br)cc2)cc1O,7,23,-3.5,0.1

# Retrieved one by one from above (two):
SMILES,MITF primary,TEAD-YAP block,GPR151 activ,FBW7 activator
S=C(NCc1ccc(Cl)cc1)Nc1ccccc1Br,-14,-31,-0.9,0.0
CCOC(=O)c1c(C)nc2n(C)c3ccccc3n12,-2,2,0.3,0.1

# Back to the main list, starting three compounds before the break.
SMILES,MITF primary,TEAD-YAP block,GPR151 activ,FBW7 activator
COC(=O)c1nn(-c2ccc(Br)cc2)cc1O,7,23,-3.5,0.1
COCCNC(=O)COc1cc(C)c(Br)c(C)c1,-20,5,1.1,0.0
COc1ccccc1C(=O)C1CCCN(C(=O)c2ccc(N(C)C)cc2)C1 (stereo not given),11,-11,1.1,0.0
COc1ccc(/C=N/NC(=O)CNc2ccc(Br)cc2)c(C(=O)O)c1OC,23,1,-0.9,0.6
O=C(NC(C(=O)NC1=NCCS1)C12CC3CC(CC(C3)C1)C2)c1ccc(F)cc1 (stereo not given),8,9,-0.6,0.1
CC(C)N(C)Cc1nnnn1CC(=O)NC(c1ccccc1)c1ccc(Cl)cc1 (stereo not given),-2,-14,0.2,0.0
Cn1c(CC(=O)NCCO)c(Sc2ccccc2)c2ccccc21,14,3,-0.2,0.2
CCc1ccc(NC(=O)CS(=O)CC(=O)N2CCN(c3cccc(C)c3C)CC2)cc1 (stereo not given),3,4,-1.9,1.1
CCCS(=O)(=O)N1CCN(Cc2ccncc2)CC1,62*,0,-0.7,-0.1
CCOC(=O)c1cnc2ccc(OCC)cc2c1Nc1cccc(C(C)=O)c1,1,-11,-0.3,-0.1
CC(=O)CC(=O)Nc1ccc(-c2ccc(NC(=O)CC(C)=O)c(C)c2)cc1C,-5,-2,-0.4,-0.1
Cc1ccc(S(=O)(=O)C(CNC(=O)COc2ccccc2)c2ccco2)cc1 (stereo not given),9,2,0.5,0.6
CN1/C(=C2/SC(=Nc3ccccc3)N(c3ccccc3)C2=O)Sc2ccc(Cl)cc21,6,-8,-0.3,0.0
Cn1ncc2c(Nc3ccc(F)cc3)nc(N3CCN(c4ccc(F)cc4)CC3)nc21,-3,-1,-0.1,0.0
CC(c1ccccc1)C(CC(=O)Nc1nccs1)C(=O)Nc1nccs1 (stereo not given),-6,-6,-1.2,-0.1
CCOC(=O)C1CCN(C(=O)C(CC)Oc2ccccc2)CC1 (stereo not given),6,-4,-0.5,-0.1
CCOc1ccc(C(CC(=O)O)NC(=O)C23CC4CC(CC(C4)C2)C3)cc1OC (stereo not given),12,5,-1.2,-0.1
CCOC(=O)CCC(=O)c1ccc(OC)cc1,-3,2,0.1,-0.1
Cc1cc(Nc2ccccn2)n(-c2ccccc2C(F)(F)F)n1,2,4,2.1,-0.1
C#CCN1C(=O)C(C)Sc2ccccc21 (stereo not given),-3,1,-1.5,0.7
COc1cccc(NC(=O)N2CCC3(CC2)OCc2cc(-c4ccco4)ccc2O3)c1,13,3,0.3,0.4
CC(=O)NC(C(=O)NCC1Cc2cc(-c3ccsc3)cc(Cl)c2O1)C(C)C (stereo not given),-11,-2,1.0,0.0
Oc1cccc(-c2nc(N3CCOCC3)c3sccc3n2)c1,2,x,0.5,x
COc1ccc(Br)c(C(=O)N/C(=C\c2cccc([N+](=O)[O-])c2)C(=O)Nc2ccc(OC)c(Cl)c2)c1,10,8,-0.1,0.2
COC(=O)CSC1=C(C#N)C(c2cccs2)C(C(=O)Nc2ccccc2)=C(C)N1 (stereo not given),-3,-7,-1.2,-0.2
CC(=O)Nc1cc(C(=O)O)ccc1Sc1ccccc1,15,3,1.0,0.1

# Some of the entries so far, with each value named.
COc1cccc(NC(=O)N2CCC3(CC2)OCc2cc(-c4ccco4)ccc2O3)c1
  MITF primary = 13
  TEAD-YAP block = 3
  GPR151 activ = 0.3
  FBW7 activator = 0.4

CC(=O)NC(C(=O)NCC1Cc2cc(-c3ccsc3)cc(Cl)c2O1)C(C)C (stereo not given)
  MITF primary = -11
  TEAD-YAP block = -2
  GPR151 activ = 1.0
  FBW7 activator = 0.0

Oc1cccc(-c2nc(N3CCOCC3)c3sccc3n2)c1
  MITF primary = 2
  TEAD-YAP block = x
  GPR151 activ = 0.5
  FBW7 activator = x

COc1ccc(Br)c(C(=O)N/C(=C\c2cccc([N+](=O)[O-])c2)C(=O)Nc2ccc(OC)c(Cl)c2)c1
  MITF primary = 10
  TEAD-YAP block = 8
  GPR151 activ = -0.1
  FBW7 activator = 0.2
